Screening data as filed in PubChem.
ADAM17 inh: ADAM17 inhibitors, primary screen, biochemical, QFRET; Disintegrin and metalloproteinase domain-containing protein 17 (Homo sapiens), P78536; recombinant ADAM17, EDANS/DABCYL FRET peptide cleavage; inhibition, % at 6.95 µM; 370,000 compounds, 0.83% hits; AID 720648, 2013;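 active = inhibition above the mean of compounds lying between control limits plus 3 SD, set per campaign, cut at about 8.5% in these data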;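 also: 0% = DMSO-only wells as the low control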
Target sequence (P78536 215-824 limits assumed): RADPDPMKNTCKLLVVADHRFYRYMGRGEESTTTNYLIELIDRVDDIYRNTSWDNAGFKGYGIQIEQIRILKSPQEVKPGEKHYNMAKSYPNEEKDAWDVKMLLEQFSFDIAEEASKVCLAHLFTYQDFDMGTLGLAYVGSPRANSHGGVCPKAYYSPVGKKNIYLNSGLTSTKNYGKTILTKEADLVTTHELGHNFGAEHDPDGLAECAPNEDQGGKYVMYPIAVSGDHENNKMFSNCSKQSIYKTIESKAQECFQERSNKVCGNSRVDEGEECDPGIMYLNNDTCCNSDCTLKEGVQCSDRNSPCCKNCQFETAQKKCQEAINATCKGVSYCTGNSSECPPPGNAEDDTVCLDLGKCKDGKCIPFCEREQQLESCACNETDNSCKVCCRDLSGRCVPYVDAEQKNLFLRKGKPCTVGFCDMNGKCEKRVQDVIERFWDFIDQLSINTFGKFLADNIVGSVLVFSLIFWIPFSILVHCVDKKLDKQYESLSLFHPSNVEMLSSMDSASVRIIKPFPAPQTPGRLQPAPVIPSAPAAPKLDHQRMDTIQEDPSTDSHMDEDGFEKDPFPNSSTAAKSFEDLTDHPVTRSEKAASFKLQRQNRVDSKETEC
hcDAF-12 act: H. contortus DAF-12 nuclear receptor activators, primary screen, cell-based, luminescence, HEK293, lit1-tk-luc reporter; 370,000 compounds, 1.4% hits; HEK293 hcDAF-12 lit1-tk-luc reporter; 0% DMSO, 100% Δ7-dafachronic acid; activation, % at 6.8 µM;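 active = activation above the mean of all tested compounds plus 3 SD, cut at about 5.5% in these data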;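 also: 100% = response to 3 µM Δ7-dafachronic acid high control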
ssDAF12 agonist: S. stercoralis DAF-12 nuclear receptor activators, primary screen, cell-based, luminescence, HEK293, GRIP1 co-expression, lit1-tk-luc; Nuclear hormone receptor DAF-12 (Strongyloides stercoralis); HEK293 ssDAF-12/GRIP1 lit1-tk-luc reporter; % of 3 µM dafachronic acid response; activation, % at 6.8 µM; 370,000 compounds, 1% hits;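 active = activation above the mean over all tested compounds plus 3 SD, cut at about 0.9% in these data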;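 also: 0% = DMSO-only wells and 100% = 3 µM delta7-dafachronic acid wells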
ADAM10 inh: human ADAM10 inhibitors, primary screen, biochemical, QFRET, HTS; Disintegrin and metalloproteinase domain-containing protein 10 (Homo sapiens), O14672; recombinant ADAM10, EDANS/DABCYL FRET peptide cleavage, 3 h; inhibition, % at 7 µM; 370,000 compounds, 0.62% hits; AID 720582, 2013;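 active = inhibition above a per-campaign cutoff equal to the mean of compounds falling between control-based bounds plus 3 SD, cut at about 20% in these data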;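 also: 0% = DMSO wells while the 100% control is not disclosed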
PLCg1 inh: PLC-gamma1 enzyme inhibitors, primary screen, biochemical, fluorescence, purified enzyme; 370,000 compounds, 0.84% hits; fluorogenic substrate; 1-phosphatidylinositol 4,5-bisphosphate phosphodiesterase gamma-1 (Homo sapiens), P19174; inhibition, % at 12.2 µM; in the data active = inhibition above about 9.5%
PLCb3 inh: human PLC-beta3 inhibitors, primary screen, biochemical, fluorescence; AID 720704, 2013; inhibition, % at 12.2 µM; 370,000 compounds, 0.18% hits; Purified PLC-beta3, fluorogenic substrate; in the data active = inhibition above about 11%;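 also: 0% = median of compound wells on plate and 100% = full blocker control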
sPLA2-III inh: human group III sPLA2 inhibitors, primary screen, biochemical, QFRET, BODIPY PC-A2 liposome substrate. Group 3 secretory phospholipase A2 (Homo sapiens), Q9NZ20. QFRET BODIPY PC-A2 liposome hydrolysis, fluorescence. inhibition, % at 12.2 µM. 370,000 compounds, 0.56% hits;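 active = inhibition above mean plus 3 SD of compounds lying within the high and low control bounds, cut at about 19% in these data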;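 also: 0% = median of test compound wells and 100% = no enzyme DMSO wells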
DAX1 inh-1: DAX1 (NR0B1) inhibitors on StAR promoter, primary screen, cell-based, luminescence, SF-1 (NR5A1), full-length DAX-1; HEK293T StAR-luciferase reporter, SF-1/DAX-1 repression relief; inhibition, % at 6.8 µM; 370,000 compounds, 1.1% hits; AID 652010, 2013;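 active = inhibition above the mean over all tested compounds plus 3 SD, cut at about 3.6% in these data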;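 also: 0% = DAX-1 cells with DMSO and 100% = cells lacking DAX-1 with DMSO; higher inhibition means more luminescence from relief of DAX-1 repression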
hgDAF-12 ag: H. glycines DAF-12 receptor agonists, primary screen, cell-based, luminescence, HEK293, GAL4 fusion, UAS-luciferase | 370,000 compounds, 1.8% hits | HEK293 GAL4-hgDAF12 UAS-luciferase reporter, agonist luminescence; normalized to butyrate control | activation, % at 6.8 µM | Nuclear hormone receptor DAF-12 (Heterodera glycines), GAL4 fusion;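 active = activation above a cutoff set at the mean of all screened compounds plus 3 SD, cut at about 10% in these data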;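 also: 0% = DMSO wells and 100% = sodium butyrate wells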
DAX1 inh-2: DAX1 (NR0B1) inhibitors, primary screen, cell-based, HEK293, Gal4-DAX1, luciferase luminescence. inhibition, % at 6.75 µM. HEK293 Gal4-DAX1 luciferase reporter. AID 504766, 2011. 340,000 compounds, 0.99% hits;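 active = inhibition above the mean over all tested compounds plus 3 SD, cut at about 4.2% in these data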;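 also: 0% = DAX1-transfected cells with DMSO and 100% = empty-vector control cells with DMSO; inhibition shows as a rise in luminescence from relieved DAX1 repression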
Target sequence (P51843 207-470 limits assumed): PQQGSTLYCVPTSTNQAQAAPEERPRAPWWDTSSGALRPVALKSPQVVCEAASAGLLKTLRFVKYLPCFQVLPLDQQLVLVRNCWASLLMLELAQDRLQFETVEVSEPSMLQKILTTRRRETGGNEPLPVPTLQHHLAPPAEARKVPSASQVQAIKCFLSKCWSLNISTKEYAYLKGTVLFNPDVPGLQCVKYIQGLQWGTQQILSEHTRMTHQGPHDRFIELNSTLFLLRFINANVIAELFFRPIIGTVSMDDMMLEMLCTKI
FXN GAA850 act: FXN promoter activators, primary screen, cell-based, luciferase luminescence, HEK293 lucGAA850; HEK293 lucGAA850 FXN promoter luciferase reporter, 24 h; percent of 10 µM SAHA response; activation, % at 6 µM; 360,000 compounds, 0.56% hits; AID 540364, 2011;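 active = activation above the average of all compounds screened plus 3 SD, cutoff fixed separately per campaign, cut at about 7.5% in these data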;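 also: 0% = DMSO wells and 100% = 10 µM SAHA wells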
Active calls of the source: *; i = inactive; · = not tested or not shown.

molecule	hgDAF-12 ag	DAX1 inh-2	hcDAF-12 act	FXN GAA850 act	sPLA2-III inh	PLCb3 inh	ssDAF12 agonist	DAX1 inh-1	PLCg1 inh	ADAM17 inh	ADAM10 inh
O=[N+]([O-])/C(C(=C(Cl)Cl)N1CCOCC1)=C1\NCCO1	-5.7	1.9	-1.3	-0.8	8.4	-4.8	-1.9	-0.2	0.1	-4.2	-2.0
O=C(Cc1cccc(C(F)(F)F)c1)NCC(c1ccco1)N1CCCCC1 (stereo unspecified)	-2.8	-0.1	-0.3	-1.4	-12.6	-8.4	-2.1	0.7	-2.5	0.6	2.6
O=c1cccc2n1Cc1cc3ccccc3nc1-2	9.9	3.2	13.6*	5.8	2.4	i	-0.2	1.8	i	i	i
Clc1ccc(C(c2ccccc2)N2CCNCC2)cc1 (stereo unspecified)	-1.9	-0.1	-1.2	1.9	4.6	2.4	-1.0	-0.2	-0.2	-4.8	-1.5
CC1CCc2sc(NC(=O)C3CC(Cl)=CCC3C(=O)O)c(C#N)c2C1 (stereo unspecified)	-0.8	·	2.2	4.0	-17.9	-5.9	-0.2	0.1	-2.7	-3.6	-1.7
CN(C)c1c(F)cc(-c2nn[nH]n2)cc1F	-1.0	1.2	1.8	2.6	-0.2	-0.6	-0.6	0.0	3.7	0.1	6.3
CCOC(=O)n1c(=O)n(C)c2ccc(Cl)cc21	-4.0	-0.3	-0.7	2.5	13.1	-3.7	-1.1	-0.3	1.5	-6.7	-8.6
COc1cccc(-c2cc(C(=O)Nc3cc(OC)c(OC)c(OC)c3)no2)c1	-0.9	-2.8	-2.8	-4.2	-32.7	-4.9	-1.9	-2.9	-2.6	4.4	9.2
N=C1C(c2nc(-c3cccc([N+](=O)[O-])c3)cs2)=C(O)CN1NC(=O)c1ccco1	-0.7	-1.2	-1.6	5.1	-4.7	3.5	-1.2	-0.3	6.2	2.9	6.9
O=S(=O)(NCC(c1cccnc1)N1CCN(Cc2ccccc2)CC1)c1cc(F)ccc1F (stereo unspecified)	0.8	0.9	-0.3	-1.3	-4.5	-8.6	-0.9	1.3	0.4	-0.5	-1.3
CCOC(=O)N1CCN(S(=O)(=O)c2cccc3ccc(C)nc23)CC1	-1.0	1.1	-2.8	0.1	0.1	3.0	-1.9	-0.6	1.9	0.3	7.8
CCCc1nc2ccc(Cl)cn2c1Cc1ccsc1	-0.7	·	0.9	·	-2.3	-20.2	1.0*	0.3	-12.7	-9.6	-20.8
CCOC(=O)c1c(NC(=O)CN2CCCCC2)sc(C)c1C	1.6	0.1	0.2	0.7	-4.5	2.3	-1.1	-0.9	-0.6	-0.7	-2.8
Cc1cc(NC(=O)CCC(=O)N(CC(=O)NCC2CCCO2)c2ccc3c(c2)OCCO3)no1 (stereo unspecified)	-0.7	-0.4	-2.1	3.5	2.2	0.5	-1.6	-0.9	-2.3	-5.6	-9.4
COc1cc2c(cc1NC(=O)C(C)Sc1ccc(NC(C)=O)cc1)oc1ccccc12 (stereo unspecified)	0.4	-1.1	-2.2	-1.8	-30.5	4.2	-0.6	-1.9	8.5	21.8*	46.9*
COc1cccc(C(NC(C)=O)c2nc(-c3cccc(C(=O)O)c3)cs2)c1 (stereo unspecified)	0.4	·	-0.6	-0.7	11.9	-3.6	-1.3	2.6	-4.6	-5.0	-10.9
CCCS(=O)(=O)NC(=O)C1(C)CCCN(C(=O)c2cc3ccccc3s2)C1 (stereo unspecified)	3.9	·	1.0	0.0	5.3	4.8	-0.7	-0.1	7.2	2.7	-1.7
O=C(CSc1nccc(=O)[nH]1)NC1CCCCCC1	0.3	0.5	-0.1	1.1	-1.5	-0.7	-1.4	0.4	-2.1	-2.1	-2.5
COc1ccccc1-n1cnc2c(c1=O)c1nc3ccccc3nc1n2CCc1ccccc1	0.4	-0.7	0.7	-0.1	5.2	-0.8	-1.8	0.1	1.2	-4.0	-9.5
Cc1cc(S(=O)(=O)n2cnc3cc([N+](=O)[O-])ccc32)ccc1Cl	1.5	2.9	0.4	-2.3	-0.9	0.4	-0.8	0.3	-1.4	0.6	-4.5
CN(C)c1cccc(C(=O)Nc2cc(C(F)(F)F)ccc2-n2cnc3ccccc32)c1	-2.6	-1.2	-2.4	1.1	-15.6	-27.0	-0.8	0.3	-21.0	-3.2	-8.8
Cc1nc(SCC(=O)NCCc2ccc(Cl)cc2)nc(C)c1C	3.0	0.0	3.2	1.1	4.5	-1.3	-1.6	0.4	-3.1	-4.9	-2.9
CC(=O)Nc1ccc(NC(=O)C(C)Sc2nnc(C3CC3)n2-c2ccccc2)cc1 (stereo unspecified)	1.4	-1.1	-1.6	-0.1	0.7	-2.0	-1.4	0.0	0.4	-6.5	0.4
CCOc1ccc(C(=O)Nc2nnc(SCC(=O)NCC3CCCO3)s2)cc1OCC (stereo unspecified)	-1.2	0.6	0.3	-1.4	0.5	-4.3	-1.6	-0.3	1.6	1.6	-2.1
Cc1nn(-c2ccccc2)c2sc(-c3n[nH]c(=S)o3)cc12	1.3	-0.5	1.8	2.5	-24.0	i	-1.0	-0.2	i	-242.4	i
Cc1nn(CC(=O)OCC(=O)Nc2ccccc2[N+](=O)[O-])c(C)c1[N+](=O)[O-]	0.4	-0.5	0.5	2.2	0.3	8.6	-0.6	-0.2	0.6	1.1	9.9
CCCn1nc2cc(C(=O)NC3CCCc4ccccc43)ccc2c1OCC (stereo unspecified)	-3.4	-1.2	-2.4	-0.8	1.1	-466.1	-1.5	-1.1	-334.6	-184.0	i
O=C(/C=C/c1ccc(Cl)cc1Cl)NC(=S)Nc1ccccn1	9.6	3.5	3.7	2.5	-6.6	0.3	0.1	2.9	-0.3	-2.5	-3.2
O=C(CCl)NCc1c(Cl)cccc1-n1cccc1	-1.4	-0.6	0.2	-6.6	3.5	-0.3	-1.9	-3.0	-2.1	-1.3	6.3
CC(c1ccccc1)N(NC(=O)C(O)(c1ccccc1)c1ccccc1)C(=O)c1ccccc1 (stereo unspecified)	-1.3	-0.8	-1.5	-5.4	21.9*	-1.4	-1.0	-0.7	-0.7	-6.1	4.5
COc1ccc(C2N(c3ccc(OC)cc3)C(=O)C3CCCN32)cc1 (stereo unspecified)	1.8	5.3*	-1.1	-0.1	-0.9	4.8	-0.8	0.4	-1.2	0.0	-4.2
COc1ccc(OC)c(C2=Nn3c(nnc3C3CCCCC3)SC2)c1	-5.3	-0.8	-3.3	1.7	-12.6	-13.1	-1.4	-1.8	-4.2	-4.1	2.3
O=C(O)c1cccc2c1C(=O)c1ccc(-c3ccc(OC(F)(F)F)cc3)cc1S2(=O)=O	-1.1	0.4	0.4	-0.4	-12.5	-52.8	-1.0	0.4	-37.4	-6.5	-1.4
OCCCNc1ncnc2c1[nH]c1ccccc12	-1.2	1.6	3.1	1.8	4.7	-10.9	-0.6	-0.3	-5.8	-30.6	-88.3
Cc1ccc(S(=O)(=O)N(C)C)cc1NC(=O)c1cccs1	-0.3	·	-0.6	1.0	0.5	-3.0	-1.3	0.4	2.9	0.5	3.2
CN(C)S(=O)(=O)c1cccc(NC(=O)CCCC2CCCCC2)c1	2.0	-0.1	-0.1	2.5	-17.9	-6.4	-1.1	-1.5	5.3	7.5	17.5
Cc1nn(C)cc1C(C)Nc1nc2nonc2nc1N1CCCCC1 (stereo unspecified)	1.3	1.4	0.8	-0.3	-5.3	7.9	-1.2	0.8	2.5	0.2	2.4
CCN(CC)c1nc2n(c(=O)n1)CCO2	0.0	0.9	0.4	-2.6	3.9	2.6	-0.9	-0.9	2.4	-2.1	2.2
Cc1ccc2nc(NC(=O)CCCc3nc4ccccc4s3)sc2c1	5.8	0.7	2.7	-0.8	-16.8	-6.1	-0.2	0.8	-0.3	-1.6	4.5
CCOC(=O)[C@]12CCCC=C1N(Cc1ccc(Cl)cc1Cl)C(=O)[C@H](CC(=O)NCCCOC)C2	2.1	·	-0.4	·	-3.7	1.0	-1.2	-1.0	4.3	3.0	0.0
Cc1ccc(OCC(=O)N2CCCCC2)c(Br)c1	9.0	3.0	4.6	0.9	3.3	-5.4	-0.9	2.2	0.7	-6.9	5.8
CN1CCC(NC(=O)Nc2ccc(Br)cc2)CC1	2.8	1.7	-0.7	2.7	-11.3	-2.0	-1.6	0.5	0.8	-0.8	0.5
Cc1c(C#N)c(N)nc(Cl)c1C#N	-1.0	-0.4	-0.8	-2.0	-1.0	-1.4	-0.3	-0.7	-1.4	-3.9	-3.7
CCCCCCCCN1C(=O)[C@H](CC(=O)NCCC(C)C)C[C@@]2(C(=O)OCC)CCC=C12	0.0	·	-2.5	·	-11.9	1.0	-1.1	0.2	2.8	2.7	-1.1
CCC(=O)N1CCN(c2ccc(NC(=O)COc3ccc(CC)cc3)cc2)CC1	-2.9	-1.2	-0.1	-0.4	1.3	2.4	-1.1	-0.3	-1.4	-2.6	-5.8
Cc1ccc([N+](=O)[O-])cc1N	1.7	1.9	2.0	0.1	4.8	4.8	0.4	0.2	1.4	2.0	5.7
CC(=O)Nc1cccc(Nc2nc(-c3ccccc3)nc3ccccc23)c1	-1.2	-1.9	1.0	-1.7	-33.0	-315.6	-1.8	-2.1	-230.3	-13.6	-45.2
CCN(CC)c1ccc(/C=N/NS(=O)(=O)c2ccc(C)c([N+](=O)[O-])c2)cc1	4.0	0.7	1.1	0.5	1.2	2.3	-0.4	-1.3	4.0	0.5	-5.5
